PLC-beta3 inh: blocks human PLC-beta3 enzyme activity; inhibition, % at 12.2 µM; Purified PLC-beta3, fluorogenic substrate, fluorescence; 370,000 tested, 0.18% active; in the data active = inhibition above about 11%;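 also: 0% = median of compound wells on plate and 100% = full blocker control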
UHRF1 MBD2 ctr: blocks human UHRF1 binding to methylated DNA; 370,000 tested, 0.75% active; inhibition, % at 4.4 µM; Q96T88; UHRF1 binding to methylated oligo, TR-FRET; in the data active = inhibition above about 21%;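 also: UHRF1 SRA domain binding a hemimethylated CpG hairpin DNA probe; 0% = median of test compound wells and 100% = reference inhibitor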
sPLA2-III inh: Inhibits HGIII-sPLA2 liposome hydrolysis, primary screen. Q9NZ20. QFRET BODIPY PC-A2 liposome hydrolysis, fluorescence. inhibition, % at 12.2 µM. 370,000 tested, 0.56% active. AID 743126;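 active = inhibition above mean plus 3 SD of compounds lying within the high and low control bounds, cut at about 19% in these data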;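 also: 0% = median of test compound wells and 100% = no enzyme DMSO wells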
proKLK7 act: proKLK7 (human) activation, primary screen | P49862 | activation, % at 7 µM | 370,000 tested, 0.9% active | purified proKLK7, EDANS-DABCYL substrate fluorescence; 100% is mature enzyme control, 0% vehicle;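 active = activation above the mean of all tested compounds plus 3 SD, computed per campaign excluding outliers beyond control limits, cut at about 13% in these data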
ASAP1 GAP inh: blocks human ASAP1-stimulated Arf1 GTP hydrolysis; Q9ULH1; 360,000 tested, 0.19% active; GDP FP detection; inhibition, % at 16.5 µM; AID 624377; in the data active = inhibition above about 25%;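 also: 0% = vehicle with enzyme and substrate and 100% = no enzyme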
Target sequence (Q9ULH1 325-724 limits assumed): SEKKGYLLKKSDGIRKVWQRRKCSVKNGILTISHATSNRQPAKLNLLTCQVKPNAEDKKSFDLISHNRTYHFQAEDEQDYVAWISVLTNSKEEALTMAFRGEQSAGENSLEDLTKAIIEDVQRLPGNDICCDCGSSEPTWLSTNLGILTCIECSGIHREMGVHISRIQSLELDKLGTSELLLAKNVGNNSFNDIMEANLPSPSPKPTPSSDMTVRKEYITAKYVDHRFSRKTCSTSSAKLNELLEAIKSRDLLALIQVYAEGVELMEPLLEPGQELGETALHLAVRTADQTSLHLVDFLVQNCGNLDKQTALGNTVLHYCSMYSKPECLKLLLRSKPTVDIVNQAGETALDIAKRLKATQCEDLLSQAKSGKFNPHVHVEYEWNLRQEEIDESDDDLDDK
DDE Tn7 FP inh: inhibitors of Tn7 peptide binding to human fibrin DD(E); P02675; FP displacement of FITC-Tn7 peptide from fibrin DD(E); 0% = median of compound wells per plate; inhibition, % at 8.3 µM; 370,000 tested, 0.13% active;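 active = inhibition above the mean of compounds falling within the control limits plus 3 SD of them, cut at about 14% in these data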;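 also: 0% = plate median of compound wells and 100% = 10 µM Aha-Tn7 peptide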
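System: human fibrin DD(E); quantity: Fibrin-DD(E) at 2 µM final; also added: fluorescent Tn7 probe at 0.1 µM; compound dosing: single nominal test concentration of 8.3 µM per compound; schedule: 10 min preincubation, 3 h with tracer, room temperature; detection: fluorescence polarization of the labelled Tn7 tracer; repeats: one replicate per compound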
Rev-erbA mod: modulators of human Rev-erb alpha DNA binding. activity, % at 10 µM. P20393. Rev-erbα–FITC-DNA binding, fluorescence polarization, 90 min. 370,000 tested, 0.79% active;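 active = activity above about 14%, limit read from the data; passing the limit was not always enough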;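 also: 0% = DMSO wells with 35 nM protein and 100% = DMSO wells with 750 nM protein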
Target sequence (P20393 whole entry, looked up): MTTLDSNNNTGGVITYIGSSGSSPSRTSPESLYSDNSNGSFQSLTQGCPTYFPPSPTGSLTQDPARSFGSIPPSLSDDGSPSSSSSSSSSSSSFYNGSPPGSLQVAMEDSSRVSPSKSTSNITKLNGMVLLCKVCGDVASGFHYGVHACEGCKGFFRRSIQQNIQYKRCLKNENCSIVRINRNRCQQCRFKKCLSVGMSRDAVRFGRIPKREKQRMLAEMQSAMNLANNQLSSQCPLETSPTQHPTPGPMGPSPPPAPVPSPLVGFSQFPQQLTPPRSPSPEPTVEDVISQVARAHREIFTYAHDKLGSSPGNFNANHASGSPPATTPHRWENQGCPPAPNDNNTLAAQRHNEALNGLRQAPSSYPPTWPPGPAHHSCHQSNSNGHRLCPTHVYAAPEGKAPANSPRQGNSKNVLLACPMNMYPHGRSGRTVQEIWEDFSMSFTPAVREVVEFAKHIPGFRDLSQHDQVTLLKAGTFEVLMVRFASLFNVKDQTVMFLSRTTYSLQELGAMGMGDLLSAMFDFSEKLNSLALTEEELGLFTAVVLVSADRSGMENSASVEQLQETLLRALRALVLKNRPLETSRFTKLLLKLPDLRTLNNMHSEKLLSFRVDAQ
PLC-gamma1 inh: inhibitors of human phospholipase C gamma1. P19174. purified PLC-gamma1, fluorogenic substrate, fluorescence. inhibition, % at 12.2 µM. 370,000 tested, 0.84% active. AID 720700; in the data active = inhibition above about 9.5%
ARFGAP1 inhibitor: inhibits rat ARF GTPase activating protein 1; 360,000 tested, 0.26% active; Arfgap1-stimulated ARF1 GTP hydrolysis, GDP FP detection; AID 651572; inhibition, % at 16.5 µM;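 active = inhibition above a per-plate limit, mean inhibition of low control wells plus 3 SD, cut at about 25% in these data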;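 also: 0% = DMSO wells with enzyme and 100% = wells lacking Arfgap1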
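System: truncated rat Arfgap1 GAP domain / Medium: HEPES-based buffer, pH 7.5 / Also added: N-terminally truncated human ARF1-GTP substrate / Incubation: enzyme reaction 120 min at 25 °C after 20 min preincubation / Measured by: FP of antibody-bound GDP Alexa 633 tracer, ex 620/em 688 nm / Replicates: singlicate, each compound tested once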
DDE Tn6 FP inh: disrupts Tn6 cyclic peptide binding to fibrin D-Dimer-E complex; P02675; Fibrin DD(E) TRITC-Tn6 fluorescence polarization displacement; inhibition, % at 8.3 µM; 370,000 tested, 0.21% active;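 active = inhibition above a per-campaign cutoff: mean of compounds within control limits plus 3 SD, cut at about 15% in these data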;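 also: 0% = median of all compound wells on the plate and 100% = blocking peptide control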
An asterisk follows results filed as active; i = inactive; nt = no result given.

cpd	canonical_smiles	PLC-beta3 inh	DDE Tn7 FP inh	ASAP1 GAP inh	sPLA2-III inh	DDE Tn6 FP inh	UHRF1 MBD2 ctr	Rev-erbA mod	proKLK7 act	PLC-gamma1 inh	ARFGAP1 inhibitor
1	CCOc1ncccc1C(=O)NCC1COc2ccccc2O1 (stereo not drawn)	-3	-1	-8	1	-2	2	-8	0.0	-2	-4
2	COc1ccc(CNC(=O)c2cccnc2SC)cc1OC	-22	5	6	12	-8	1	1	-1.1	0	14
3	COc1ccc(CC(=O)Nc2ccc(S(=O)(=O)Nc3cc(C)on3)cc2)cc1	0	9	-6	-19	-2	-1	4	-0.1	-4	-7
4	C=CCNc1nc(NC(C)(C)CO)nc(OC)n1	5	-2	-12	3	-6	0	3	-0.1	2	9
5	COCCc1ccc(OC2(C)CCN(Cc3cccn3-c3nccs3)C2)cc1 (stereo not drawn)	-1	3	9	14	-6	6	-1	-0.7	1	5
6	COc1cc(OC)cc(C(=O)Nc2cccc3c2CCCC3)c1	0	-3	22	2	1	1	-1	-0.1	3	5
7	CC(=O)Nc1ccc(NCC(=O)c2ccccc2)cc1	-4	3	3	-1	-3	2	2	-0.2	1	4
8	O=C1C=Cc2cccc3ccc(O)c1c23	-104	-1	5	3	1	-10	-6	-22	-78	4
9	CSc1ccccc1OCc1cc(C(=O)N2CCC(c3ccncc3)CC2)no1	-10	2	-3	-12	6	0	3	1.0	-1	-8
10	Cc1cc(Cl)c(S(=O)(=O)NCC2CCCO2)cc1OCC(N)=O (stereo not drawn)	1	2	-10	6	2	0	0	-0.5	-2	-1
11	CCc1nc2c(OCCOc3ccc(F)cc3)cccn2c1N(C)C(=O)C(C)C	-1	7	5	-2	2	-1	-1	0.5	-4	7
12	O=C(CNS(=O)(=O)c1cccs1)N1CCN(c2ccccn2)CC1	-2	1	7	3	2	0	3	0.5	0	5
13	O=C(CN1CCOCC1)Nc1cccc(S(=O)(=O)N2CCCCCC2)c1	2	-10	27*	2	0	3	3	0.0	7	5
14	CCCCn1c(N)c(N(CCOC)C(=O)CC(NC(=O)c2ccccc2)c2ccccc2)c(=O)[nH]c1=O (stereo not drawn)	0	3	11	6	0	1	2	0.4	0	-4
15	N#C/C(=C\c1cn(Cc2ccccc2C#N)c2ccccc12)C(=O)NCc1cccs1	4	0	-1	0	5	-4	1	-0.5	2	2
16	CCOc1ccc(NC(=S)N2CCN(C/C=C/c3ccccc3)CC2)cc1	-8	6	-6	-2	12	1	0	-0.6	1	-13
17	CC(C)NC(=O)C1(C)CN(S(C)(=O)=O)CC(=O)N1CCc1ccccc1 (stereo not drawn)	2	2	4	2	1	-1	2	0.6	-2	14
18	COC(=O)C1Sc2[nH]c(=O)sc2C(c2ccc(Cl)cc2)C1C(=O)OC (stereo not drawn)	-3	-12	5	2	11	0	2	0.0	-3	15
19	CCOc1cc(OCC)cc(C(=O)Nc2cccc(C(C)=O)c2)c1	2	-2	-9	6	3	2	-1	-0.4	3	16
20	CC(C)(C)c1ccc(C(=O)NCC(=O)N2CCNC(=O)C2)cc1	-7	7	-11	-3	1	2	-2	0.1	1	-4
21	CCCS(=O)(=O)NC(=O)C1(C)CCN(C(=O)c2ccc(C(F)(F)F)cc2)C1 (stereo not drawn)	2	-10	5	8	5	1	5	-0.1	-1	-10
22	COC(=O)Nc1ccc(S(=O)(=O)NNC(=O)c2c(O)c3ccccc3n(C)c2=O)cc1	-2	-2	8	1	-1	-4	0	0.5	-3	-6
23	Cc1c(Cl)cccc1NC(=O)COC(=O)C12CC3CC(CC(O)(C3)C1)C2	-4	0	-10	16	-6	4	-3	0.0	9	15
24	N#CC(=Cc1ccncc1)c1ccccc1	2	5	11	1	10	-4	-1	0.0	0	11
25	CC(C)(C)c1ccc(C(=O)NCCC(=O)Nc2cc(Cl)ccc2N2CCOCC2)cc1	-12	7	5	-2	-8	-1	2	0.5	-4	7
26	Cc1ccc2nc(-c3ccc(O)cc3)oc2c1	-61	4	2	-20	2	0	5	-11	-41	5
27	O=C(CNC(=O)c1cccs1)c1ccc(Cl)cc1	-3	-11	6	-19	-2	0	3	0.3	3	-5
28	CCOc1ccccc1/C=C/C(=O)c1ccc(Cl)cc1	-5	2	8	-1	5	-2	-2	-5.1	-7	-2
29	Cc1[nH]c(=S)c(C#N)c(-c2ccco2)c1C(=O)N(C)C	-13	2	7	3	-1	-3	-5	-0.3	-14	1
30	O=C(CN1CCCc2ccccc21)N/N=C/c1ccc(F)cc1F	-11	2	-1	0	-2	0	3	0.1	-2	-3

Three records picked at random from the list so far, as already listed:
cpd	canonical_smiles	PLC-beta3 inh	DDE Tn7 FP inh	ASAP1 GAP inh	sPLA2-III inh	DDE Tn6 FP inh	UHRF1 MBD2 ctr	Rev-erbA mod	proKLK7 act	PLC-gamma1 inh	ARFGAP1 inhibitor
29	Cc1[nH]c(=S)c(C#N)c(-c2ccco2)c1C(=O)N(C)C	-13	2	7	3	-1	-3	-5	-0.3	-14	1
24	N#CC(=Cc1ccncc1)c1ccccc1	2	5	11	1	10	-4	-1	0.0	0	11
17	CC(C)NC(=O)C1(C)CN(S(C)(=O)=O)CC(=O)N1CCc1ccccc1 (stereo not drawn)	2	2	4	2	1	-1	2	0.6	-2	14

Full records from above:
Entry for N#CC(=Cc1ccncc1)c1ccccc1 = PLC-beta3 inh = 2; DDE Tn7 FP inh = 5; ASAP1 GAP inh = 11; sPLA2-III inh = 1; DDE Tn6 FP inh = 10; UHRF1 MBD2 ctr = -4; Rev-erbA mod = -1; proKLK7 act = 0.0; PLC-gamma1 inh = 0; ARFGAP1 inhibitor = 11
Entry for COC(=O)C1Sc2[nH]c(=O)sc2C(c2ccc(Cl)cc2)C1C(=O)OC (stereo not drawn) = PLC-beta3 inh = -3; DDE Tn7 FP inh = -12; ASAP1 GAP inh = 5; sPLA2-III inh = 2; DDE Tn6 FP inh = 11; UHRF1 MBD2 ctr = 0; Rev-erbA mod = 2; proKLK7 act = 0.0; PLC-gamma1 inh = -3; ARFGAP1 inhibitor = 15
Entry for Cc1[nH]c(=S)c(C#N)c(-c2ccco2)c1C(=O)N(C)C = PLC-beta3 inh = -13; DDE Tn7 FP inh = 2; ASAP1 GAP inh = 7; sPLA2-III inh = 3; DDE Tn6 FP inh = -1; UHRF1 MBD2 ctr = -3; Rev-erbA mod = -5; proKLK7 act = -0.3; PLC-gamma1 inh = -14; ARFGAP1 inhibitor = 1

Later entries
cpd	canonical_smiles	PLC-beta3 inh	DDE Tn7 FP inh	ASAP1 GAP inh	sPLA2-III inh	DDE Tn6 FP inh	UHRF1 MBD2 ctr	Rev-erbA mod	proKLK7 act	PLC-gamma1 inh	ARFGAP1 inhibitor
31	CN(Cc1ccncc1)C(=O)[C@@H]1CCCN1C(=O)[C@@H]1CCCN1	4	-5	8	7	-3	22*	-6	0.0	5	4
32	O=c1c(N2CCOCC2)nsnc1N1CCOCC1	1	-5	1	-2	-7	0	-3	0.4	4	10
33	Cc1ccc(C(NC(=O)C2CCN(CCOc3ccccc3)CC2)c2ccccn2)cc1 (stereo not drawn)	-2	4	-1	9	-4	5	-6	0.4	2	14
34	Cc1ccc(S(=O)(=O)c2c(C(=O)c3ccccc3)cnc3cc4c(cc23)OCCO4)cc1	-32	-1	-14	10	-2	5	15	-8.9	-23	-3
35	COc1ccc2c(c1)CCCN2C(=O)C1CCCN(S(=O)(=O)c2cccc3ccccc23)C1 (stereo not drawn)	-1	-7	nt	-11	-12	-3	3	1.0	2	nt
36	CCOC(=O)c1ccc(S(=O)(=O)N2CCN(CCc3ccncc3)CC2)cc1	2	-9	-8	2	0	-2	5	-0.7	0	4
37	Cc1ccc(NC(=O)c2nn(C34CC5CC(CC(C5)C3)C4)cc2[N+](=O)[O-])cc1	14*	-1	9	-6	1	-2	0	1.1	12*	6
38	CC1(C)Cc2cccc(OCC(=O)N3CCN(S(=O)(=O)c4ccc(F)cc4)CC3)c2O1	4	-7	-3	-5	-10	2	-7	-0.1	1	2
39	NC(=O)c1ccc(NC(=O)COC(=O)c2n[nH]c3ccccc23)cc1	-6	7	1	-6	12	2	-5	-0.5	-1	-9
40	c1ccc2c(c1)CCc1c-2nc2ccccc2c1N1CCOCC1	-38	-7	-7	9	3	0	8	0.9	-18	9
41	COc1ccc(CN(C(=O)c2ccco2)c2ccc(Br)cc2)cc1OC	-3	-1	-10	-9	6	3	-2	0.1	-5	1
42	Cc1ccc(C(=O)C(C)OC(=O)CN2C(=O)NC3(CCCC3)C2=O)cc1C (stereo not drawn)	0	-2	1	14	-10	7	0	-0.1	1	11
43	Cc1ccc(S(=O)(=O)c2cc3c(=O)n4cccc(C)c4nc3n(CC3CCCO3)c2=N)cc1C (stereo not drawn)	-37	2	3	5	-1	-1	-18	-2.0	-18	3
44	CN(NC(=O)c1c(Cl)cccc1Cl)c1cccc(Cl)n1	-3	0	-9	-2	-1	-3	-3	0.3	2	-13
45	COC(=O)CN1C2=NCCCN2c2ccccc21	-4	-9	-5	1	-3	-3	-2	-0.6	5	1
46	OCCN1CCN(CCOc2cccc(Cl)c2)CC1	3	-7	-9	-3	17*	-2	2	0.5	2	-2
47	COc1ccc(/C=N/NC(=S)Nc2cccc(C(=O)O)c2)cc1OC	-10	2	3	15	5	2	1	-0.7	-8	11
48	COc1ccc(/C=C2\Oc3ccccc3C2=O)cc1	i	-7	6	0	-1	-10	-6	8.2	-491	5

With a hit mark in PLC-beta3 inh, of those listed so far:
cpd	canonical_smiles	PLC-beta3 inh	DDE Tn7 FP inh	ASAP1 GAP inh	sPLA2-III inh	DDE Tn6 FP inh	UHRF1 MBD2 ctr	Rev-erbA mod	proKLK7 act	PLC-gamma1 inh	ARFGAP1 inhibitor
37	Cc1ccc(NC(=O)c2nn(C34CC5CC(CC(C5)C3)C4)cc2[N+](=O)[O-])cc1	14*	-1	9	-6	1	-2	0	1.1	12*	6

Assay outcomes from PubChem BioAssay.
